Compound activity as filed in PubChem.
RSV CPE inhibition: inhibition of RSV-induced cytopathic effect – HEp-2 cells, primary 10 µM value included (AID 2391); actives 0.13% (n = 310,000); HEp-2 cells, RSV-induced CPE inhibition; higher % means a stronger effect; CPE inhibition, % at 10 µM; hits with a dose series show IC50 in µM; in the data active means a potency from the dose series; further: strong numbers were not always called active
West Nile virus CPE: inhibition of WNV-induced cytopathic effect – cell-based, CPE readout (AID 1621) | actives 0.02% (n = 290,000) | CPE inhibition, % at 10 µM; hits with a dose series show IC50 in µM | West Nile virus-infected cells, CPE inhibition; higher % means a stronger effect; in the data active means a potency from the dose series; further: strong numbers were not always called active
Large T inhibition: SV40 large T antigen inhibitors, biochemical (AID 1903). actives 0.39% (n = 310,000). inhibition, % at 20 µM; hits with a dose series show IC50 in µM. SV40 large T antigen ATPase/helicase inhibition assay; higher % means a stronger effect; in the data active means a potency from the dose series; further: strong numbers were not always called active
LYP phosphatase: PTPN22 lymphoid phosphatase activity blockers – biochemical, fluorescence intensity, uHTS (AID 1779). actives 0.054% (n = 290,000). recombinant LYP phosphatase, fluorescence intensity; higher % means a stronger effect. inhibition, % at 11.5 µM, or IC50 in µM where a hit was titrated; in the data active means inhibition above about 50%;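 further: plate controls were vehicle with enzyme for no effect and no enzyme for full effect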
GPR35 antagonists: inhibition of zaprinast-stimulated GPR35 beta-arrestin translocation – imaging, U2OS, beta-arrestin-GFP, zaprinast agonist, primary screen (AID 2058); one-dose inhibition, % at 10 µM; IC50 in µM for titrated hits; U2OS GPR35 beta-arrestin-GFP translocation imaging, zaprinast antagonism; higher % means a stronger effect; actives 0.052% (n = 290,000);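 active means inhibition of at least 50% with at least 30 cells and total cytoplasm GFP at most 10,000,000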
Salmonella PhoP GFP: inhibitors of PhoP regulon expression, primary screen, Salmonella Typhimurium, GFP reporter (AID 1863) | actives 0.16% (n = 300,000) | inhibition, % at 50 µM; hits with a dose series show IC50 in µM | S. Typhimurium PhoP-regulated promoter GFP reporter, 4 h; higher % means a stronger effect;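 active means inhibition over 29.93%, a cutoff 3 SD above the screen mean, later confirmed by dose response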;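 further: 0% = low Mg2+ inducing control and 100% = high Mg2+ repressing control; strong numbers were not always called active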
CSM14.1 death rescue: rescue of cells from ER stress-induced death, primary screen, 384-well, CSM14.1, thapsigargin, ATP luminescence (AID 1222) | 190,000 tested, under 10 active | CSM14.1 thapsigargin-induced death rescue, ATP luminescence; higher % means a stronger effect | cellular ATP content (survival), % at 20 µM; hits with a dose series show EC50 in µM;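 active means EC50 below 50 µM in the dose-response confirmation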;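 further: death triggered by thapsigargin at about 15 µM added after 2 h compound pretreatment; cell ATP read after overnight thapsigargin exposure of roughly 18 to 22 hours; normalized against plate controls of thapsigargin alone and 5% DMSO vehicle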
NS5 inhibitors: flavivirus cap methylation enzyme inhibition – biochemical, confirmation dose response, primary screen (AID 588689); actives 0.3% (n = 340,000); inhibition, % at 25 µM, or IC50 in µM where a hit was titrated; Dengue-2 NS5 methyltransferase capping enzyme assay, biochemical; higher % means a stronger effect; in the data active means a potency from the dose series
MgcRacGAP inhibition: MgcRacGAP GTPase-activating activity inhibitors, confirmation, biochemical, ADP Hunter fluorescence; actives 0.6% (n = 340,000); AID 624330; inhibition, % at 30 µM, or IC50 in µM where a hit was titrated; MgcRacGAP-stimulated Rac1 GTP hydrolysis, ADP Hunter fluorescence; higher % means a stronger effect; GST-tagged Rac1 F28L mutant substrate;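 active means first-screen hits whose inhibition reached a set limit at any dose in the follow-up dose series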;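 further: fluorescence reports GDP produced by GAP-driven GTP hydrolysis; strong numbers were not always called active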
Starred values were filed as active, the others as inactive. No enrichment for hits; any-hit rate near 1.5%.

What do the screens show for `CCN(CC)S(=O)(=O)c1ccc(-c2ccc(S(=O)(=O)N(CC)CC)cc2)cc1`?
RSV CPE inhibition: 0.4%; West Nile virus CPE: -0.1%; Large T inhibition: 17.8%; LYP phosphatase: 6.4%; GPR35 antagonists: 5.7%; Salmonella PhoP GFP: 3.0%; CSM14.1 death rescue: 3.3%; NS5 inhibitors: -0.8%; MgcRacGAP inhibition: 2.3%

Results for COC(=O)N1CC(C)N(C(=O)OC)CC1C (stereo not drawn) ?
RSV CPE inhibition: 1.2%; West Nile virus CPE: 0.0%; Large T inhibition: 10.2%; LYP phosphatase: -2.8%; GPR35 antagonists: 4.0%; Salmonella PhoP GFP: 12.7%; CSM14.1 death rescue: -0.5%; NS5 inhibitors: -6.7%; MgcRacGAP inhibition: 12.7%

How did Cc1ccc(NS(=O)(=O)c2ccc3c(c2)n(C)c(=O)c(=O)n3C)c(C)c1 do in these assays?
RSV CPE inhibition: -1.7%; West Nile virus CPE: -0.1%; Large T inhibition: 5.0%; LYP phosphatase: -7.9%; GPR35 antagonists: -12.5%; Salmonella PhoP GFP: 4.8%; NS5 inhibitors: 0.9%

How did NC(=O)CCN1CCN(Cc2nc(C(c3ccccc3)c3ccccc3)no2)CC1 do in these assays?
RSV CPE inhibition: -0.4%; West Nile virus CPE: -0.4%; Large T inhibition: 3.6%; LYP phosphatase: -8.5%; GPR35 antagonists: 3.7%; Salmonella PhoP GFP: -0.3%; CSM14.1 death rescue: 0.4%; NS5 inhibitors: -8.6%; MgcRacGAP inhibition: 2.4%

How did Clc1ccc(N/N=C/c2ccncc2)cc1Cl do in these assays?
RSV CPE inhibition: 15.1%; West Nile virus CPE: -1.4%; Large T inhibition: -2.8%; LYP phosphatase: -4.1%; GPR35 antagonists: 3.1%; Salmonella PhoP GFP: 8.4%; CSM14.1 death rescue: -1.6%; NS5 inhibitors: 2.2%; MgcRacGAP inhibition: 3.7%

What do the screens show for `O=C(NCc1ccccn1)C1CC(c2ccc(Cl)c(Cl)c2)=NO1` (stereo not drawn)?
RSV CPE inhibition: 5.4%; West Nile virus CPE: 0.3%; Large T inhibition: -3.7%; LYP phosphatase: -5.6%; GPR35 antagonists: 27.3%; Salmonella PhoP GFP: 2.0%; CSM14.1 death rescue: -0.7%; NS5 inhibitors: 6.9%; MgcRacGAP inhibition: 1.4%

Results for CC1(C)C2CCC1(CS(=O)(=O)NC1CCCC1)C(=O)C2 (stereo not drawn) ?
RSV CPE inhibition: 4.2%; West Nile virus CPE: 0.3%; Large T inhibition: 25.4%; LYP phosphatase: -1.0%; GPR35 antagonists: -2.6%; Salmonella PhoP GFP: -5.3%; CSM14.1 death rescue: 0.0%; NS5 inhibitors: -0.7%; MgcRacGAP inhibition: -7.2%

How did Cc1ccc(SCc2c(C(=O)N/N=C/c3ccc4c(c3)OCO4)nnn2-c2nonc2N)cc1 do in these assays?
RSV CPE inhibition: 0.7%; West Nile virus CPE: 0.2%; Large T inhibition: 14.6%; LYP phosphatase: -14.5%; GPR35 antagonists: -3.8%; Salmonella PhoP GFP: 4.5%; NS5 inhibitors: -6.4%; MgcRacGAP inhibition: -2.0%

Results for COc1ccc(CCNC(=O)C2CCCN(c3nc(C)cc(C)n3)C2)cc1 (stereo not drawn) ?
RSV CPE inhibition: 0.2%; West Nile virus CPE: -0.1%; Large T inhibition: -2.7%; LYP phosphatase: -4.4%; GPR35 antagonists: -10.9%; Salmonella PhoP GFP: 1.6%; CSM14.1 death rescue: -1.6%; NS5 inhibitors: -12.5%; MgcRacGAP inhibition: 12.0%

How did Cc1c(NS(=O)(=O)c2ccc([N+](=O)[O-])cc2)c(=O)n(-c2ccccc2)n1C do in these assays?
RSV CPE inhibition: -0.3%; West Nile virus CPE: -0.5%; Large T inhibition: 7.3%; LYP phosphatase: -7.2%; GPR35 antagonists: 2.2%; Salmonella PhoP GFP: -2.7%; NS5 inhibitors: -5.3%; MgcRacGAP inhibition: -5.2%

Results for O=C1CCCCCN1C(=O)c1ccc(C(=O)N2CCCCCC2=O)cc1 ?
RSV CPE inhibition: 3.2%; West Nile virus CPE: 0.2%; Large T inhibition: 0.7%; LYP phosphatase: -7.8%; GPR35 antagonists: -8.9%; Salmonella PhoP GFP: -6.5%; CSM14.1 death rescue: 2.1%; NS5 inhibitors: -0.7%; MgcRacGAP inhibition: 7.3%

How did CCN(CC)C(=O)Cc1cn(C)c2ccccc12 do in these assays?
RSV CPE inhibition: 0.9%; West Nile virus CPE: -0.4%; Large T inhibition: 9.6%; LYP phosphatase: -1.0%; GPR35 antagonists: -4.4%; Salmonella PhoP GFP: -9.3%; CSM14.1 death rescue: -0.6%; NS5 inhibitors: -6.2%; MgcRacGAP inhibition: 5.2%

No new results follow: an excerpt of the list.
How did Clc1ccc(N/N=C/c2ccncc2)cc1Cl do in these assays?
RSV CPE inhibition: 15.1%; West Nile virus CPE: -1.4%; Large T inhibition: -2.8%; LYP phosphatase: -4.1%; GPR35 antagonists: 3.1%; Salmonella PhoP GFP: 8.4%; CSM14.1 death rescue: -1.6%; NS5 inhibitors: 2.2%; MgcRacGAP inhibition: 3.7%

What do the screens show for `O=C(NCc1ccccn1)C1CC(c2ccc(Cl)c(Cl)c2)=NO1` (stereo not drawn)?
RSV CPE inhibition: 5.4%; West Nile virus CPE: 0.3%; Large T inhibition: -3.7%; LYP phosphatase: -5.6%; GPR35 antagonists: 27.3%; Salmonella PhoP GFP: 2.0%; CSM14.1 death rescue: -0.7%; NS5 inhibitors: 6.9%; MgcRacGAP inhibition: 1.4%

Results for CC1(C)C2CCC1(CS(=O)(=O)NC1CCCC1)C(=O)C2 (stereo not drawn) ?
RSV CPE inhibition: 4.2%; West Nile virus CPE: 0.3%; Large T inhibition: 25.4%; LYP phosphatase: -1.0%; GPR35 antagonists: -2.6%; Salmonella PhoP GFP: -5.3%; CSM14.1 death rescue: 0.0%; NS5 inhibitors: -0.7%; MgcRacGAP inhibition: -7.2%

How did Cc1ccc(SCc2c(C(=O)N/N=C/c3ccc4c(c3)OCO4)nnn2-c2nonc2N)cc1 do in these assays?
RSV CPE inhibition: 0.7%; West Nile virus CPE: 0.2%; Large T inhibition: 14.6%; LYP phosphatase: -14.5%; GPR35 antagonists: -3.8%; Salmonella PhoP GFP: 4.5%; NS5 inhibitors: -6.4%; MgcRacGAP inhibition: -2.0%

(listing goes on)
How did O=C(CCN1C(=O)C2C3C=CC(C3)C2C1=O)NC1CCCc2ccccc21 (stereo not drawn) do in these assays?
RSV CPE inhibition: 0.3%; West Nile virus CPE: -0.5%; Large T inhibition: 5.8%; LYP phosphatase: -4.8%; GPR35 antagonists: -9.5%; Salmonella PhoP GFP: 4.1%; CSM14.1 death rescue: 0.0%; NS5 inhibitors: -3.2%; MgcRacGAP inhibition: 4.3%

How did CCCN1C2CCCC1CC(NC(=O)c1ccc(F)cc1)C2 (stereo not drawn) do in these assays?
RSV CPE inhibition: -0.3%; West Nile virus CPE: 0.0%; Large T inhibition: -7.3%; LYP phosphatase: -4.7%; GPR35 antagonists: -9.0%; Salmonella PhoP GFP: 28.6%; CSM14.1 death rescue: -0.2%; NS5 inhibitors: -4.0%; MgcRacGAP inhibition: 3.4%

What do the screens show for `Cc1nn(S(=O)(=O)c2ccc(F)cc2)c(C)c1S(=O)(=O)N1CCCCC1`?
RSV CPE inhibition: 1.6%; West Nile virus CPE: -0.1%; Large T inhibition: 2.7%; LYP phosphatase: -8.7%; GPR35 antagonists: 4.7%; Salmonella PhoP GFP: -4.1%; NS5 inhibitors: 4.1%; MgcRacGAP inhibition: 7.1%

How did COc1ccc2nc(/C=N/NC(=O)[C@@H]3CCCN3C(=O)OC(C)(C)C)ccc2c1 do in these assays?
RSV CPE inhibition: 2.9%; West Nile virus CPE: 0.1%; Large T inhibition: 11.7%; LYP phosphatase: -10.2%; GPR35 antagonists: 4.7%; Salmonella PhoP GFP: 1.3%; NS5 inhibitors: -4.7%; MgcRacGAP inhibition: 17.4%

Results for CCCCNC(=O)C(NS(=O)(=O)c1cccc2nsnc12)c1ccccc1 (stereo not drawn) ?
RSV CPE inhibition: 2.1%; West Nile virus CPE: -0.1%; Large T inhibition: -1.9%; LYP phosphatase: -3.6%; GPR35 antagonists: 5.5%; Salmonella PhoP GFP: -3.5%; CSM14.1 death rescue: -4.2%; NS5 inhibitors: -7.2%; MgcRacGAP inhibition: 6.8%

How did CCCOc1c(Br)cc(/C=N/O)cc1OC do in these assays?
RSV CPE inhibition: 5.2%; West Nile virus CPE: 0.0%; Large T inhibition: 4.3%; LYP phosphatase: 0.7%; GPR35 antagonists: 9.3%; Salmonella PhoP GFP: 14.1%; CSM14.1 death rescue: -2.9%; NS5 inhibitors: -10.9%; MgcRacGAP inhibition: 2.5%

Results for O=C(NCc1ccccn1)c1ccc(Cn2cc(Br)cn2)o1 ?
RSV CPE inhibition: -0.3%; West Nile virus CPE: -0.4%; Large T inhibition: 2.6%; LYP phosphatase: -2.5%; GPR35 antagonists: 4.5%; Salmonella PhoP GFP: -3.8%; CSM14.1 death rescue: -3.6%; NS5 inhibitors: -8.6%; MgcRacGAP inhibition: 1.0%

What do the screens show for `CC1(C(=O)N(CC(=O)NC2CCCC2)Cc2ccco2)CC(=O)N=C2C=CC=CN21` (stereo not drawn)?
RSV CPE inhibition: 1.7%; West Nile virus CPE: 0.4%; Large T inhibition: 10.0%; LYP phosphatase: -8.0%; GPR35 antagonists: -1.9%; Salmonella PhoP GFP: -1.1%; CSM14.1 death rescue: 0.5%; NS5 inhibitors: -9.7%; MgcRacGAP inhibition: -1.7%

Results for O=C(NCc1ccccc1Cl)C1CCC(CNc2c(N3CCCCC3)c(=O)c2=O)CC1 (stereo not drawn) ?
RSV CPE inhibition: 1.6%; Large T inhibition: 9.9%; LYP phosphatase: -4.8%; GPR35 antagonists: 2.1%; Salmonella PhoP GFP: -0.7%; CSM14.1 death rescue: 4.1%; NS5 inhibitors: -4.2%; MgcRacGAP inhibition: 1.8%

Results for COc1ccc(C(c2nnnn2CCc2ccccc2)N2CCN(C)CC2)cc1OC (stereo not drawn) ?
West Nile virus CPE: 0.1%; Large T inhibition: 6.5%; LYP phosphatase: -3.4%; GPR35 antagonists: -8.3%; Salmonella PhoP GFP: -3.8%; CSM14.1 death rescue: -3.1%; NS5 inhibitors: -6.2%; MgcRacGAP inhibition: -3.8%

How did COc1ccc2nc(Nc3ccccc3OC)sc2c1 do in these assays?
RSV CPE inhibition: 13.4%; West Nile virus CPE: -0.6%; Large T inhibition: -0.2%; LYP phosphatase: 0.9%; GPR35 antagonists: -0.2%; Salmonella PhoP GFP: 6.6%; CSM14.1 death rescue: -3.4%; NS5 inhibitors: -0.8%; MgcRacGAP inhibition: 7.0%

What do the screens show for `Cc1ccc(NC(=O)COC(=O)c2ccc3c(c2)OCO3)cc1S(=O)(=O)N1CCCCC1`?
RSV CPE inhibition: 0.4%; West Nile virus CPE: -0.4%; Large T inhibition: 6.8%; LYP phosphatase: 0.4%; GPR35 antagonists: -5.8%; Salmonella PhoP GFP: -10.2%; CSM14.1 death rescue: -3.8%; NS5 inhibitors: -8.7%; MgcRacGAP inhibition: 12.8%
